Screens (PubChem)
uPA generation: blocks generation of uPA at the cell surface | 330,000 tested, 0.31% active | AID 540303 | cell surface uPA generation assay, qHTS | Potency, µM (series often up to 38.3 µM), for inactives: at the highest dose activity change, negative = inhibition, most hits filed as inhibitors; active means well fitted inhibition curve with a large enough effect; inconclusive means small, poorly fitted or top-dose-only effect; inactive means no such curve, though single readings can be large or run the other way; tested in mouse RAW 264.7 cells; further: potency means the concentration at half of the fitted maximal effect; nearly all actives have a fitted effect of over 55% in size
B2AR arrestin: beta2AR (human) beta-arrestin recruitment activity. beta-arrestin recruitment to beta2AR, cell-based reporter. Potency, µM (doses to about 46.1 µM), for inactives: at the top dose activation, actives largely listed as activators. 330,000 tested, 0.02% active;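 further: potency means the concentration at half of the fitted maximal effect; 0% = DMSO controls and full agonism = EC100 isoproterenol or metaproterenol; nearly all actives have a fitted effect of over 65% in size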
Target sequence (P07550 whole entry, looked up): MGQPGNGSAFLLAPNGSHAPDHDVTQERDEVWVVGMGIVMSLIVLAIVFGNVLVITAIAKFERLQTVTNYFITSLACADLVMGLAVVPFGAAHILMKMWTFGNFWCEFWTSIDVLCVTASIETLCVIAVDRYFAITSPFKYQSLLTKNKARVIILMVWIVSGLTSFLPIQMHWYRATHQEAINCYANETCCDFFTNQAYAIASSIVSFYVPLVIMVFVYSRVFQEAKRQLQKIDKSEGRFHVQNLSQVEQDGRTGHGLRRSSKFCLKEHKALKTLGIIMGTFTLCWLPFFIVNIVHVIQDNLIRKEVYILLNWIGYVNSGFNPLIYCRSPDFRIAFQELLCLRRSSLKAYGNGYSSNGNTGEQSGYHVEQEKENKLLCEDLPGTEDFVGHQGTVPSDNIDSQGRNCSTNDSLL
BCR signal inh: chronic active BCR signaling inhibition. ABC-DLBCL IkBa-CBG/CBR reporter, luminescence ratio, 4 h. Potency, µM (highest dose often 46.1 µM), for inactives: at the highest dose ratio change, negative = lower green/red ratio, usual class: inhibitors. 340,000 tested, 0.05% active; active means well fitted inhibition curve with a large enough effect in the signal ratio, with a control signal flat, not every such curve was filed as active; inconclusive means small, poorly fitted or top-dose-only effect, or effect the other way, or a change in a side signal; the % refers to the signal ratio;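 further: potency means the concentration at half of the fitted maximal effect; plate controls were basal doxycycline-induced cells for no effect and cells given 10 µM MG132 for full effect; MG132 reads +100%, hits lower the ratio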
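Concentration-response series (up to 46 uM) were applied to TMD8 dual-reporter cells for 4 h at 37C with doxycycline. Green/red ratio, after filter-overlap correction, defined %Activity; red signal alone was normalised to basal cells and zero luminescence.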
USP2a block: blocks human ubiquitin-specific protease USP2a; 330,000 tested, 0.01% active; USP2 core, Ub-CHOP2 coupled fluorogenic reporter, 485/531; Potency, µM (titrated, usually from 38.3 µM), for the others: top-dose activity change, negative = inhibition, actives largely listed as inhibitors; O75604;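 further: potency means the concentration at half of the fitted maximal effect; plate controls were DMSO wells for no effect and full inhibition by NEM control for full effect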
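Cell-free coupled assay: 10nM USP2 core preincubated 30min RT with compound in Tris-HCl pH 8.0/CaCl2/CHAPS buffer, then 25nM Ub-CHOP2 and 25nM reporter substrate; fluorescence (Ex 485/Em 531) read after 60min RT, normalized to NEM inhibition, concentration-response curves fitted.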
KCNH2 3.1 block: KCNH2 3.1 (human) potassium channel inhibition; U2OS KCNH2 3.1, thallium flux FluxOr; active compounds read low; activity change, % (tested at about 1.8 µM); 340,000 tested, 0.95% active; AID 720553;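 active means maximum activity change below -70%; inconclusive means maximum activity change from -70% to -50%; inactive means maximum activity change above -50%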;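 further: thallium influx rate constant from kinetic fluorescence after stimulation buffer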
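Normalized rate constant (relative to positive and negative DMSO controls) derived from a 2 min kinetic fluorescence read after stimulation; U2OS cells expressing the 3.1 isoform via virus at 1.77 x 10^8 /mL.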
PKM2 act: increases activity of human pyruvate kinase M2; Potency, µM (titrated, usually from 57.5 µM), for the others: top-dose activation, most hits filed as activators; purified PKM2, Kinase-Glo ATP luminescence, activation; response scale: 0% is enzyme alone, no compound; AID 1631; P14618; 260,000 tested, 0.34% active; further: potency means the concentration at half of the fitted maximal effect; nearly all actives have a fitted effect of over 55% in size
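Kinase-Glo luminescence reports ATP generated from ADP (0.1 mM) and PEP (0.5 mM) by purified hPK-M2 after 1 h at room temperature, pH 7.2 imidazole buffer; intermediate enzyme activity allows detecting inhibitors and activators.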
Giardia kill: kills Giardia lamblia | activity change, % at 7.66 µM, hits read low | AID 540267 | 340,000 tested, 0.15% active | Giardia lamblia trophozoite viability; in the data active means activity change below about -80%; inconclusive means between about -30% and that limit;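 further: parasites exposed to compound for two days anaerobically before the ATP read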
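Killing of trophozoites was scored by loss of ATP luminescence after a 48 hrs anaerobic exposure to compounds at 37 deg C, using 100 cells per well.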
KCNH2 WT inh: KCNH2 (human, wildtype) channel inhibition; AID 720551; activity change, % at 1.84 µM; U2OS, BacMam KCNH2, thallium flux FluxOr; active compounds read low; 340,000 tested, 0.37% active;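 active means maximum activity change below -70%; inconclusive means maximum activity change between -70% and -50%; inactive means maximum activity change above -50%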
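U2OS cells transduced with wild-type KCNH2 virus are loaded with FluxOr dye for 45 min, and thallium flux is measured in kinetic reads before and after stimulation buffer. Rate constants are normalized to DMSO controls.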
GALK inh: blocks human galactokinase activity | Purified GALK, Kinase-Glo residual ATP luminescence | 270,000 tested, 0.007% active | Potency, µM (titrated, usually from 57.5 µM), for the others: at the highest dose activity change, negative = inhibition, most hits filed as inhibitors; further: potency means the concentration at half of the fitted maximal effect
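Compounds were pin-transferred into ATP buffer (35 uM final), then GALK plus galactose (5 nM, 100 uM final) was added. After 1 h at room temperature, Kinase-Glo Plus was added and luminescence read after 10 min.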
Coupling enz: counter-screen for Giardia aldolase inhibitors: coupling enzyme system; coupling enzyme system counterscreen, AmpLite Red fluorescence; activity change, negative = inhibition, % at 58.2 µM, hits read low; 290,000 tested, 0.67% active; in the data active means activity change below about -30%
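Activity here indicates interference with the coupling reaction, not aldolase inhibition. Compounds at 57.5 uM final met coupling enzymes for 10 min at RT; substrate and AmpLite Red detection followed, with a 525/598 nm fluorescence read after 20 min.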
Eya2 phos inh: Eya2 (human) phosphatase inhibition. 330,000 tested, 0.006% active. AID 488837. Potency, µM (top dose mostly 76.9 µM), inactives show at the highest dose activity, negative = inhibition, actives largely listed as inhibitors. recombinant Eya2, OMFP fluorescence dephosphorylation (OMFP is methylfluorescein phosphate); further: potency means the concentration at half of the fitted maximal effect
Target sequence (O00167 whole entry, looked up): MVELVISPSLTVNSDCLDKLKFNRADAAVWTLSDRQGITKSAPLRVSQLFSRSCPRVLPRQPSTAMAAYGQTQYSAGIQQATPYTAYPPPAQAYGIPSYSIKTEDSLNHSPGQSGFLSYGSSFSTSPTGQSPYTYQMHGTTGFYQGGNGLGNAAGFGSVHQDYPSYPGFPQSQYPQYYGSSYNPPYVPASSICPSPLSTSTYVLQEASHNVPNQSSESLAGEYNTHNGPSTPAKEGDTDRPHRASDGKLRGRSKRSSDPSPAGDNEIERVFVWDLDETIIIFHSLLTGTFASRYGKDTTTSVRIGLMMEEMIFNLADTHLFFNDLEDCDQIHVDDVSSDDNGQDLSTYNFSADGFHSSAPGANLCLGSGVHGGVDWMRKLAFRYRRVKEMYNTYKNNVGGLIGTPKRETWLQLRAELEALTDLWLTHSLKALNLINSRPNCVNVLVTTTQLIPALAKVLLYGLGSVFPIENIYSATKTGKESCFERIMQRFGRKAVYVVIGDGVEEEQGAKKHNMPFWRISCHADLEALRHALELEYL
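Eya2 protein (added as 0.2 uM solution) was preincubated with compound for 10 min at ambient temperature in 50 mM HEPES pH 7.5, 50 mM NaCl, 5 uM MgCl2, 0.05% BSA, 1 mM DTT. OMFP (added at 50 uM) then reacted 10 min; fluorescence read at 485/525 nm.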
* marks the source's active call; other numbers are inactive results; ? = inconclusive; nt = no result given; & = joins results of further samples; [ ] = another dose, or the depositor's remark. Unless noted, the call rests on the fitted dose curve; in most records, active means well fitted curve in the direction sought with a large enough effect; inconclusive means small, poorly fitted or top-dose-only effect, or another doubt; inactive means no such curve, though single readings can be large; an effect the other way counts as inactive or inconclusive. Unless noted, on the % scale 0 is the no-effect control and ±100 the full control effect.

SMILES | BCR signal inh | uPA generation | Coupling enz | USP2a block | B2AR arrestin | KCNH2 3.1 block | KCNH2 WT inh | PKM2 act | Giardia kill | Eya2 phos inh | GALK inh
COc1cccc(C2CC(c3ccc(F)cc3)Nc3nc(N)nn32)c1 (configuration not stated) | -1% | 8% | 0 | 0% | -2.5% | 1 | 9 | -1% | -8 | 3% | -2%
Cc1ccc(-n2c(Cc3cccn3C)nnc2SCC(=O)NCc2ccc3c(c2)OCO3)cc1 | -1% | nt | -2 | 3% | 0.5% | 5 | -15 | 12% | -17 | -10% | 3%
Cc1ccc(C(=O)C2=C(O)C(=O)N(c3ncccn3)C2c2ccc(Br)cc2)o1 (configuration not stated) | -4% | 2% | 6 | 12% | -0.4% | 22 | 0 | 0% | -28 | 3% | 0%
Cc1cc(NC(=O)CCS(=O)(=O)c2nc(-c3ccccc3)cc(C(F)(F)F)n2)no1 | ? | -8% | 1 | -5% | -0.1% | -11 | -1 | -2% | -7 | -21% | -2%
Cc1ccsc1C(=O)NNC(=O)c1csc(N2CCOCC2)n1 | ? | 3% | nt | 3% | -0.1% | 3 | -7 | nt | -3 | -37% | nt
CS(=O)(=O)Nc1ccc(C(=O)CC(=O)Nc2ccc([N+](=O)[O-])cc2)cc1 | -1% | -1% | 6 | -2% | 0.5% | 3 | 9 | 7% | -1 | 11% | -10%
C[C@@H]1CN(S(=O)(=O)c2ccc3c(c2)OCCO3)CCN1S(=O)(=O)c1c(F)cccc1F | 1% | 13% | nt | 2% | -0.1% | nt | nt | nt | -4 | 4% | nt
COC(=O)/C(=N\OCc1ccc(C#N)cc1)c1c(C)nn(C)c1C | 0% | -1% | 0 | -1% | 0.0% | -3 | -2 | 2% | 2 | 8% | 11%
Cc1ccc(C(=O)O)cc1NS(=O)(=O)c1ccc2ccccc2c1 | 8% | 6% | -1 | -5% | 0.2% | 1 | 8 | nt | -5 | 9% | 1%
Cc1csc(CNC(=O)C2CCC(=O)N(CCc3cccc(F)c3)C2)n1 (configuration not stated) | -5% | -16% | nt | -1% | -0.6% | 0 | -8 | 5% | -3 | 1% | -3%
Cc1ccc(NC(=O)NNC(=O)c2ccc3c(c2)NC(=O)C(C)(C)O3)cc1 | 8% | 0% | 2 | 4% | 0.1% | 20 | -7 | nt | -18 | 3% | -1%
CC1Cc2cc(S(=O)(=O)NCCC(=O)N(C)Cc3ccccc3)ccc2N1C(=O)C1CC1 (configuration not stated) | 5% | -21% | -1 | 0% | 0.8% | -3 | 6 | nt | -8 | 15% | -2%
COc1ccc(C2C(C(=O)N3CCOCC3)c3ccccc3C(=O)N2c2ccc(OC)cc2)cc1 (configuration not stated) | -3% | -2% | 2 | 1% | 0.3% | -10 | 0 | 16% | 2 | 19% | 0%
Nc1nc(SCC(=O)NCc2ccc(F)cc2)[nH]c(=O)c1NC(=O)c1ccc(Cl)cc1 | 1% | -5% | 1 | -1% | -0.1% | 0 | 10 | 2% | 6 | -13% | -3%
O=C(CN1C(=O)c2ccccc2S1(=O)=O)NC1CCCCCC1 | ? | 6% | 3 | 3% | -0.3% | 13 | 2 | 0% | ? | -17% | 2%
Cc1ccc(Nc2ccc(C(N)=O)cc2[N+](=O)[O-])cc1 | -1% | 3% | 0 | 0% | 0.0% | -5 | 2 | -19% | 5 | -4% | nt
CCOc1ccccc1N1CCN(CC(=O)Nc2ncc(C)s2)CC1 | -13% | -14% | 0 | -1% | -0.1% | -1 | -15 | 3%[11.5 µM] | 8 | 4% | 0%
COC(=O)c1ccc(NC(=O)CN(C)Cc2cccc(F)c2)cc1 | -1% | -5% | 2 | 0% | 0.3% | -22 | 1 | -6% | 5 | -9% | 4%
CCN(CC(=O)NCC(=O)Nc1ccc(Br)cc1C)Cc1ccccc1 | -1% | 5% | nt | 3% | -0.1% | -9 | 0 | nt | 3 | -8% | nt
CCc1cccc(OCCn2ccnc2)c1 | -2% | 7% | 1 | -5% | -1.2% | -1 | -2 | -13% | 2 | 4% | 1%
O=C(Nc1ccc(N2CCOCC2)cc1)c1ccc2nc(-c3ccco3)c(-c3ccco3)nc2c1 | 13% | nt | -3 | -2% | -0.1% | -21 | -1 | 1% | 10 | 15% | -3%
CCSc1nc(N2CCOCC2)c2ccccc2n1 | 8% | 1% | 4 | -1% | 0.1% | nt | -6 | 4% | -10 | 1% | -4%
O=C(NCc1ccccc1Cl)c1ccc(Cn2cc(C(F)(F)F)ccc2=O)cc1 | -20% | nt | 2 | 1% | -0.4% | -1 | -6 | 3% | -8 | -12% | -6%
O=C(COC(=O)c1ccc(S(=O)(=O)Nc2ccccc2)cc1)NCc1ccco1 | -16% | -3% | 1 | -2% | 0.1% | -4 | 8 | ? | 6 | -41% | 2%
Cc1ccc(C2C3=C(NCCN=C3c3ccccc3)C(=O)N2c2ccccc2)cc1 (configuration not stated) | ? | -11% | 1 | 1% | -0.8% | 15 | 21 | -6% | 6 | -5% | 3%
COc1ccc(C(C)C)cc1S(=O)(=O)N1CCC(C(=O)NCc2cccnc2)CC1 | 3% | 4% | 1 | 3% | -0.5% | -15 | -11 | -10% | -3 | 1% | 0%
O=S(=O)(NCc1ccccc1)c1ccc(F)cc1Br | ? | ? | -4&-2 | -1% | -0.6% | 11 | -11 | -3% | 5&-10 | -9% | -2%
CCOC(=O)c1cnc(SC2CCc3ccccc3C2=O)nc1N (configuration not stated) | ? | 8% | -21 | -1% | -0.2% | -7 | -7 | -6% | 0 | -5% | -2%
CCN(CC)c1ccc(NC(=O)COC(=O)c2cccs2)cc1 | 15% | nt | 0 | 1% | -0.4% | 9 | -1 | -19% | -3 | 0% | -2%
O=C1N(c2ccccc2)C[C@@H]2C[C@@H](c3cccs3)N3CCC[C@@]123 | 0% | -24% | -6 | 1% | -0.1% | 1 | 9 | -3% | -1 | 2% | 5%
Cc1cc(OCCOCCNC(C)C)cc(C)c1Cl | ? | -6% | 1 | 2% | 0.1% | -6 | 14 | -1% | 7 | 2% | -2%
COC(=O)c1ccc(CSc2nc3ccccc3c(=O)n2Cc2ccco2)o1 | -3% | -26% | -1 | -2% | 0.5% | -34 | -3 | 3% | -10 | -5% | 0%
COc1ccc(C2=NOC(C(=O)Nc3cccnc3Cl)C2)cc1 (configuration not stated) | -15% | -3% | -1 | 1% | -0.4% | 1 | nt | 7% | -5 | 9% | 9%
COc1cc(NC(=O)c2ccccc2)c(OC)cc1NC(=O)CN1C(=O)NC2(CCCCC2C)C1=O (configuration not stated) | 5% | -11% | nt | -2% | 0.1% | 17 | 0 | nt | -5 | 2% | nt
Cc1ccsc1C(=O)N[C@@H](C)c1nnc2ccccn12 | 6% | 3% | nt | 2% | 0.2% | 9 | -19 | nt | -1 | 7% | 3%
Cc1cc(C(=O)OCC(=O)Nc2c(Cl)cccc2C(F)(F)F)c(C)o1 | -5% | -1% | nt | 2% | -0.2% | -5 | -13 | nt | -23 | 20% | nt
Cc1ccc(C(=O)N2CCN(c3ccc(C(F)(F)F)cn3)CC2)o1 | -5% | -5% | nt | -4% | -0.8% | -18 | -11 | nt | 12 | -7% | nt
S=c1[nH]c(-c2ccccc2)cn1/N=C/c1ccncc1 | ? | 2% | -1 | 0% | -0.2% | 20 | 9 | -7% | -6 | -2% | -2%
O=C(Cc1ccc(NS(=O)(=O)c2ccc(F)cc2)cc1)NCc1cccnc1 | -2% | 3% | 0 | 1% | -0.3% | -3 | 2 | 2% | 1 | -1% | 1%
Cc1cnc(N2C(=O)c3ccc([N+](=O)[O-])cc3C2=O)s1 | 0% | -15% | 0 | 0% | 0.6% | -3 | -1 | -12% | -1 | -2% | 1%
CCCn1c(=O)c(C(=O)NCc2ccc(OC)c(OC)c2)c(O)c2ccccc21 | 2% | 1% | 0 | -1% | -0.1% | -7 | 1 | -1% | 8 | 2% | 4%
Cc1ccc2c(c1)N(CC(=O)NCC1CCCO1)C(=O)C(C(C)C)O2 (configuration not stated) | 2% | 3% | -1 | 8% | 0.3% | 0 | -7 | nt | 26 | -17% | -1%
Cc1ccc(NC(=O)Cn2c3ccc(F)cc3c3nc4n(c(=O)c32)CCS4)cc1F | 3% | 3% | 0 | -2% | 0.0% | 7 | -4 | 0% | -6 | -12% | 0%

Three structures from above, arranged by number of heavy atoms, high to low.
SMILES | BCR signal inh | uPA generation | Coupling enz | USP2a block | B2AR arrestin | KCNH2 3.1 block | KCNH2 WT inh | PKM2 act | Giardia kill | Eya2 phos inh | GALK inh
Cc1ccc(NC(=O)Cn2c3ccc(F)cc3c3nc4n(c(=O)c32)CCS4)cc1F | 3% | 3% | 0 | -2% | 0.0% | 7 | -4 | 0% | -6 | -12% | 0%
O=C(Cc1ccc(NS(=O)(=O)c2ccc(F)cc2)cc1)NCc1cccnc1 | -2% | 3% | 0 | 1% | -0.3% | -3 | 2 | 2% | 1 | -1% | 1%
Cc1cnc(N2C(=O)c3ccc([N+](=O)[O-])cc3C2=O)s1 | 0% | -15% | 0 | 0% | 0.6% | -3 | -1 | -12% | -1 | -2% | 1%

Rows were taken by chance. Share with any hit: about 2.4%.
